Screens: PubChem, several laboratories
PREPL inh: PREPL enzyme inhibitors, primary screen, biochemical, fluorescence polarization; hit rate 0.68% among 320,000; inhibition, % at 5.96 µM; recombinant PREPL, fluorescence polarization activity-based probe; Prolyl endopeptidase-like (Homo sapiens), Q4J6C6; in the data active means inhibition above about 43%;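 further: 0% = enzyme with DMSO and 100% = wells lacking enzyme; many of its hits are not listed in these tables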
PP1 inh: PP1-alpha phosphatase inhibitors, primary screen, counter-screen for PP5 inhibitor project, biochemical, fluorescence, OMFP substrate, single point; Serine/threonine-protein phosphatase PP1-alpha catalytic subunit (Homo sapiens), P62136; purified PP1alpha; inhibition, % at 6.7 µM; hit rate 0.9% among 320,000; AID 2235, 2010;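 active means inhibition above the mean inhibition of all tested compounds plus 3 SD, computed separately for each screening campaign, cut at about 15% in these data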
Target sequence (P62136 whole entry, looked up): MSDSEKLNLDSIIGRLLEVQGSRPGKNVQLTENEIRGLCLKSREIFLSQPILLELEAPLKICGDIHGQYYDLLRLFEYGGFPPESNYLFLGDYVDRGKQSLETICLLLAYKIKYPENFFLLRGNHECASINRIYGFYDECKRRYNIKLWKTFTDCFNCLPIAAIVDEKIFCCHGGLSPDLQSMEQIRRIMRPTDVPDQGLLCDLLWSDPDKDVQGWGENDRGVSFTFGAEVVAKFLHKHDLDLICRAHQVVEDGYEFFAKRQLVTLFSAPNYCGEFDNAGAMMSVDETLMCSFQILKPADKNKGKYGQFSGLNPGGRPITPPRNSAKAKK
LYPLA2 inh: LYPLA2 inhibitors, primary screen, counter-screen for PME1 inhibitor project, biochemical, fluorescence polarization, FP-Rh probe ABPP; recombinant LYPLA2; inhibition, % at 5.9 µM; hit rate 0.38% among 320,000; AID 2177, 2009;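 active means inhibition above the screen-wide mean plus 3 SD, limit set per campaign, cut at about 26% in these data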;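 further: 0% = LYPLA2 with DMSO and 100% = wells lacking LYPLA2 enzyme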
Target sequence (O95372 whole entry, looked up): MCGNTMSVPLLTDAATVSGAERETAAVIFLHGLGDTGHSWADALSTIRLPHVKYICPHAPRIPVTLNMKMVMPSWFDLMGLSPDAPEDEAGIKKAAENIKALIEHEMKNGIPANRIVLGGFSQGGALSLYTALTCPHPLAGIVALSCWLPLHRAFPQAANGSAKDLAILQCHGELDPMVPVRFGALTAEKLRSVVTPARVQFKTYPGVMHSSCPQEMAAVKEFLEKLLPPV
GASC-1 inh: inhibitors of GASC-1 histone demethylase, primary screen, biochemical, fluorescence, DELFIA europium | inhibition, % at 2.35 µM | Lysine-specific demethylase 4C (Homo sapiens), Q9H3R0 | AID 2099, 2009 | hit rate 0.069% among 330,000 | GST-JMJD2C(1-420) H3K9me3 demethylation;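 active means more than half of a compound's replicate wells show inhibition beyond 50%, single wells judged on their own value; inconclusive means some, but no more than half, of replicates pass 50% inhibition; inactive means no replicate passes 50% inhibition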;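 further: signal counts dimethyl H3K9 product captured on neutravidin plate; 0% = median of DMSO wells and 100% = 0.3 times that DMSO median; strong numbers were not always called active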
PP5 primary: PP5 phosphatase inhibitors, primary screen, biochemical, fluorescence; Serine/threonine-protein phosphatase 5 (Homo sapiens), P53041; purified PP5c, OMFP substrate fluorescence; inhibition, % at 6.7 µM; hit rate 0.18% among 320,000;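 active means inhibition above the campaign's mean inhibition across all tested compounds plus 3 SD, cut at about 9.5% in these data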;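 further: 0% = DMSO only and 100% = 100 µM cantharidin control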
Target sequence (P53041 whole entry, looked up): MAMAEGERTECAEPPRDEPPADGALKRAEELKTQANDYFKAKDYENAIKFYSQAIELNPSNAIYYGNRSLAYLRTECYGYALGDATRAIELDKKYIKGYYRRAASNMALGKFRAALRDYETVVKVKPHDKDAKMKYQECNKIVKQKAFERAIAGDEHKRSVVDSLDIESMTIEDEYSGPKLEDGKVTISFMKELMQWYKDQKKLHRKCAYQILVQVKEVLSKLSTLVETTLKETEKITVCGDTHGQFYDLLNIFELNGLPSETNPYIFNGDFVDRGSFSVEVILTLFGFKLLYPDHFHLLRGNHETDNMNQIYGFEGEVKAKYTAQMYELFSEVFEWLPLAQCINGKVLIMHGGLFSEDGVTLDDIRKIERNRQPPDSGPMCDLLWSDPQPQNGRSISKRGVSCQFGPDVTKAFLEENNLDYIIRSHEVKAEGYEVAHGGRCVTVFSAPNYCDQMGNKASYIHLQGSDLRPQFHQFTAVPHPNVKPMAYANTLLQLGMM
CTSL1 counter: Fasciola hepatica cathepsin L1 inhibitors, primary screen, counter-screen for PFM18AAP inhibitor project, biochemical, QFRET, fluorogenic peptide substrate; hit rate 0.49% among 300,000; recombinant F. hepatica cathepsin L1, Z-Leu-Arg-MCA fluorescence; inhibition, % at 5.96 µM;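 active means inhibition above the mean of all tested compounds plus 3 SD, set per screening campaign, cut at about 17% in these data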;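 further: 0% = plate median of test compound wells and 100% = 1 µM Z-Phe-Ala-diazomethylketone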
TPT1 inhibitor: Candida albicans TPT1 enzyme inhibitors, primary screen, biochemical, fluorescence polarization; tRNA 2'-phosphotransferase TPT1 (Candida albicans SC5314); recombinant caTPT1, FP RNA substrate dephosphorylation; inhibition, % at 5 µM; hit rate 0.81% among 300,000;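 active means inhibition above the mean of all tested compounds plus 3 SD, set per screening campaign, cut at about 24% in these data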;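 further: plate controls were DMSO alone for no effect and ferristatin control at 100 nM for full effect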
core dimer inh: inhibitors of HCV core protein dimerization, primary screen, biochemical, TR-FRET, high-throughput; TR-FRET GST/Flag-core106 dimerization, 1536-well; inhibition, % at 5 µM; hit rate 0.33% among 300,000; AID 1899, 2009;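 active means inhibition above the mean of all tested compounds plus 3 SD, set per screening campaign, cut at about 45% in these data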
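Material: GST/Flag-tagged HCV core106 proteins. Incubation: 4 h, 22.5 °C incubation. Read-out basis: inhibition (%) from 671 over 617 nm ratio. Measured by: TR-FRET, excitation 340 nm, emission 617 and 671 nm.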
Efflux pump mplx: inhibitors of Candida efflux pumps in yeast, primary screen, S. cerevisiae, Nile Red, multiplex. S. cerevisiae Candida pump triplex. inhibition, % at 10 µM. hit rate 0.44% among 330,000. AID 485275, 2010;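 active means plate passing quality check with inhibition over a set limit, or well fluorescence over plate mean plus 4 SD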;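 further: Nile Red retained in pooled yeast measured as flow cytometry median fluorescence; 0% = buffer negative control and 100% = Enniatin B positive control; higher means more Nile Red kept so more efflux inhibition; some compounds called inactive have numbers as strong as hits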
* marks the source's active call; other numbers are inactive results; & = joins results of further samples. Only part of the results is shown; the hit share may differ from the screen's.

How did N#Cc1c(NC(=O)CSc2nnc(-c3ccccc3O)n2-c2ccccc2)sc2c1CCCC2 do in these assays?
PREPL inh: -13; PP1 inh: -1; LYPLA2 inh: -1; GASC-1 inh: 0&0; PP5 primary: 0.0; CTSL1 counter: 1; TPT1 inhibitor: 5; core dimer inh: 9; Efflux pump mplx: 0.1

What do the screens show for `COc1ccc(C2C(=O)c3ccccc3C2=O)cc1`?
PREPL inh: -14; PP1 inh: -6; LYPLA2 inh: -5; GASC-1 inh: 8; PP5 primary: 1.0; CTSL1 counter: -3; TPT1 inhibitor: -3; core dimer inh: -42; Efflux pump mplx: 0.1

How did CCOC(=O)c1cnn2c(C(F)(F)F)cc(-c3ccccc3)nc12 do in these assays?
PREPL inh: -5; PP1 inh: -5; LYPLA2 inh: -7; GASC-1 inh: inconclusive; PP5 primary: 1.1; CTSL1 counter: 0; TPT1 inhibitor: -1; core dimer inh: 3; Efflux pump mplx: -0.1

What do the screens show for `COC(=O)COc1cccc(NC(=O)c2cc(OC)cc(OC)c2)c1`?
PREPL inh: 6; PP1 inh: 0; LYPLA2 inh: 6; GASC-1 inh: -8; PP5 primary: -1.4; CTSL1 counter: 1; TPT1 inhibitor: 0; core dimer inh: 2; Efflux pump mplx: -0.1

How did CC(C)N=C1NN=C(c2cccs2)CS1 do in these assays?
PREPL inh: -3; PP1 inh: -1; LYPLA2 inh: -6; GASC-1 inh: -9; PP5 primary: -7.1; CTSL1 counter: 7; TPT1 inhibitor: -1; core dimer inh: 6; Efflux pump mplx: 0.0

What do the screens show for `CC(C)(C)c1ccc(Cn2nnc3c(=O)[nH]c(C4CCCN(C(=O)Cc5cccs5)C4)nc32)cc1` (stereo not given)?
PREPL inh: 8; PP1 inh: 14; LYPLA2 inh: -3; GASC-1 inh: 4; PP5 primary: 4.2; CTSL1 counter: 2; TPT1 inhibitor: -2; core dimer inh: 19; Efflux pump mplx: 0.1

Results for COc1cc(C(=O)OCC(=O)N(CC(C)C)C2CCS(=O)(=O)C2)ccc1OCC(C)C (stereo not given) ?
PREPL inh: 6; PP1 inh: -4; LYPLA2 inh: 5; GASC-1 inh: 5; PP5 primary: 0.3; CTSL1 counter: 3; TPT1 inhibitor: 1; core dimer inh: -4; Efflux pump mplx: -0.1

What do the screens show for `C=CCNC(=O)Nc1ccc2oc(C)nc2c1`?
PREPL inh: 13; PP1 inh: -5; LYPLA2 inh: -5; GASC-1 inh: 3; PP5 primary: 0.0; CTSL1 counter: -3; TPT1 inhibitor: -4; core dimer inh: -2; Efflux pump mplx: -0.1

How did COc1ccc(S(=O)(=O)NCCc2c[nH]c3ccc(Cl)cc23)cc1 do in these assays?
PREPL inh: -11; PP1 inh: 2; LYPLA2 inh: 0; GASC-1 inh: 3; PP5 primary: 0.3; CTSL1 counter: -1; TPT1 inhibitor: -4; core dimer inh: 0; Efflux pump mplx: -0.1

What do the screens show for `CN(Cc1cnccn1)C(=O)CC1C(=O)NCCN1Cc1c(F)cccc1Cl` (stereo not given)?
PREPL inh: 4; PP1 inh: -4; LYPLA2 inh: 5; GASC-1 inh: 1; PP5 primary: -4.3; CTSL1 counter: 4; TPT1 inhibitor: -5; core dimer inh: -3; Efflux pump mplx: 0.0

Results for CSc1nnc(-c2ccccc2)n1C ?
PREPL inh: 9; PP1 inh: -4; LYPLA2 inh: -6; GASC-1 inh: 4; PP5 primary: 0.6; CTSL1 counter: 1; TPT1 inhibitor: -3; core dimer inh: -4; Efflux pump mplx: 0.0

What do the screens show for `Cc1nn(C(C)C(=O)N/N=C/c2ccc(N(C)C)cc2)c(C)c1[N+](=O)[O-]` (stereo not given)?
PREPL inh: 19; PP1 inh: 0; LYPLA2 inh: 2; GASC-1 inh: 11; PP5 primary: 1.2; CTSL1 counter: 8; TPT1 inhibitor: 2; core dimer inh: -8; Efflux pump mplx: -0.1

Structures shown so far that have a halogen, in the order listed:
How did CCOC(=O)c1cnn2c(C(F)(F)F)cc(-c3ccccc3)nc12 do in these assays?
PREPL inh: -5; PP1 inh: -5; LYPLA2 inh: -7; GASC-1 inh: inconclusive; PP5 primary: 1.1; CTSL1 counter: 0; TPT1 inhibitor: -1; core dimer inh: 3; Efflux pump mplx: -0.1

How did COc1ccc(S(=O)(=O)NCCc2c[nH]c3ccc(Cl)cc23)cc1 do in these assays?
PREPL inh: -11; PP1 inh: 2; LYPLA2 inh: 0; GASC-1 inh: 3; PP5 primary: 0.3; CTSL1 counter: -1; TPT1 inhibitor: -4; core dimer inh: 0; Efflux pump mplx: -0.1

What do the screens show for `CN(Cc1cnccn1)C(=O)CC1C(=O)NCCN1Cc1c(F)cccc1Cl` (stereo not given)?
PREPL inh: 4; PP1 inh: -4; LYPLA2 inh: 5; GASC-1 inh: 1; PP5 primary: -4.3; CTSL1 counter: 4; TPT1 inhibitor: -5; core dimer inh: -3; Efflux pump mplx: 0.0

Next compounds.
What do the screens show for `COC(=O)C(CC(=O)c1ccccc1)CC(=O)c1ccccc1`?
PREPL inh: -3; PP1 inh: -2; LYPLA2 inh: -10; GASC-1 inh: -1; PP5 primary: 0.6; CTSL1 counter: 2; TPT1 inhibitor: -1; core dimer inh: 0; Efflux pump mplx: 0.1

What do the screens show for `Nc1nonc1C(=O)N1CCCC1`?
PREPL inh: 3; PP1 inh: -1; LYPLA2 inh: -1; GASC-1 inh: 2; PP5 primary: 5.0; CTSL1 counter: 1; TPT1 inhibitor: 4; core dimer inh: -9; Efflux pump mplx: 0.3

How did COc1ccc(Nc2nnc(SC(C(=O)Nc3ccc(OC)c(Cl)c3)c3ccccc3)s2)cc1 (stereo not given) do in these assays?
PREPL inh: 47*; PP1 inh: 3; LYPLA2 inh: 2; GASC-1 inh: -1; PP5 primary: 4.5; CTSL1 counter: 1; TPT1 inhibitor: -1; core dimer inh: 40; Efflux pump mplx: -0.1

Results for CCOC(=O)C1(S(=O)(=O)c2ccc(Cl)cc2)CCN(Cc2ccc(C)cc2)CC1 ?
PREPL inh: -23; PP1 inh: -8; LYPLA2 inh: -10; GASC-1 inh: 7; PP5 primary: 1.9; CTSL1 counter: 0; TPT1 inhibitor: 2; core dimer inh: 3; Efflux pump mplx: -0.1

What do the screens show for `O=C(O)CCNC(=S)Nc1cccc(F)c1`?
PREPL inh: 15; PP1 inh: -1; LYPLA2 inh: 2; GASC-1 inh: 8; PP5 primary: 0.7; CTSL1 counter: -1; TPT1 inhibitor: 2; core dimer inh: 2; Efflux pump mplx: 0.5

Results for COc1ccc(-c2cc3ccc(OCC(C)=O)cc3oc2=O)cc1OC ?
PREPL inh: 13; PP1 inh: -2; LYPLA2 inh: 7; GASC-1 inh: -12; PP5 primary: -1.0; CTSL1 counter: 5; TPT1 inhibitor: -3; core dimer inh: -1; Efflux pump mplx: -0.1

Results for Cc1ccc(/C=N/NC(=O)c2ccc3ccccc3c2)s1 ?
PREPL inh: 9; PP1 inh: 1; LYPLA2 inh: -4; GASC-1 inh: 4; PP5 primary: 2.7; CTSL1 counter: 0; TPT1 inhibitor: -3; core dimer inh: 5; Efflux pump mplx: 0.0

How did CN(C)S(=O)(=O)c1cccc(NC(=O)COC(=O)c2ccc3c(c2)OCO3)c1 do in these assays?
PREPL inh: 5; PP1 inh: 0; LYPLA2 inh: 2; GASC-1 inh: -8; PP5 primary: -0.4; CTSL1 counter: 2; TPT1 inhibitor: -1; core dimer inh: 8; Efflux pump mplx: -0.2

How did CCOc1cc2[nH]c(=O)n(CCCCCC(=O)NCc3ccco3)c(=O)c2cc1OCC do in these assays?
PREPL inh: -1; PP1 inh: 8; LYPLA2 inh: 7; GASC-1 inh: 3; PP5 primary: -0.9; CTSL1 counter: -1; TPT1 inhibitor: -1; core dimer inh: 0; Efflux pump mplx: -0.1

What do the screens show for `COc1ccc(CCNC(=O)CCCC(=O)n2nc(C)c3ccccc32)cc1OC`?
PREPL inh: 7; PP1 inh: 0; LYPLA2 inh: 3; GASC-1 inh: 9; PP5 primary: 1.8; CTSL1 counter: -3; TPT1 inhibitor: -1; core dimer inh: -2; Efflux pump mplx: 0.1

Results for O=C(CCCn1c(SCc2cc(=O)n3ccccc3n2)nc2ccccc2c1=O)NCC1CCCO1 (stereo not given) ?
PREPL inh: 1; PP1 inh: -1; LYPLA2 inh: 1; GASC-1 inh: -2; PP5 primary: 1.3; CTSL1 counter: -1; TPT1 inhibitor: 1; core dimer inh: 5; Efflux pump mplx: -0.1

Results for O=[N+]([O-])c1ccc(S(=O)(=O)N/N=C/c2ccco2)cc1 ?
PREPL inh: 4; PP1 inh: -5; LYPLA2 inh: 2; GASC-1 inh: -10; PP5 primary: 1.4; CTSL1 counter: 2; TPT1 inhibitor: 0; core dimer inh: -6; Efflux pump mplx: -0.1

How did CC(=O)N1CCc2c(sc(NC(=O)c3ccc(S(=O)(=O)N(C)C)cc3)c2C#N)C1 do in these assays?
PREPL inh: 1; PP1 inh: -3; LYPLA2 inh: 1; GASC-1 inh: 0; PP5 primary: -1.1; CTSL1 counter: 5; TPT1 inhibitor: 1; core dimer inh: 7; Efflux pump mplx: -0.4

What do the screens show for `O=c1c(-c2nn[nH]n2)coc2ccc(Cl)cc12`?
PREPL inh: 6; PP1 inh: 7; LYPLA2 inh: 1; GASC-1 inh: -15; PP5 primary: 0.7; CTSL1 counter: 0; TPT1 inhibitor: 2; core dimer inh: -4; Efflux pump mplx: 0.6

Results for COc1ccc(NC(=O)CSc2ccccc2)cc1S(=O)(=O)N1CCOCC1 ?
PREPL inh: 13; PP1 inh: -1; LYPLA2 inh: -5; GASC-1 inh: 0; PP5 primary: -1.8; CTSL1 counter: 1; TPT1 inhibitor: -2; core dimer inh: -4; Efflux pump mplx: 0.1

How did COCCn1nnnc1C(c1ccc(OC)cc1)N1CCN(c2ccccc2F)CC1 (stereo not given) do in these assays?
PREPL inh: -9; PP1 inh: -3; LYPLA2 inh: 0; GASC-1 inh: 1&-7; PP5 primary: 0.4; CTSL1 counter: -2; TPT1 inhibitor: 5; core dimer inh: 2; Efflux pump mplx: 0.1

What do the screens show for `Cc1cccc(OCCn2c(=O)oc3ccc(C)cc32)c1`?
PREPL inh: -20; PP1 inh: 2; LYPLA2 inh: 8; GASC-1 inh: 4; PP5 primary: 3.8; CTSL1 counter: -2; TPT1 inhibitor: -1; core dimer inh: 2; Efflux pump mplx: 0.0

How did CC1=NC(C)(C)Cc2ccccc21 do in these assays?
PREPL inh: 2; PP1 inh: 0; LYPLA2 inh: -2; GASC-1 inh: 10; PP5 primary: -0.5; CTSL1 counter: 5; TPT1 inhibitor: 0; core dimer inh: 0; Efflux pump mplx: 0.2
